Compound activity from PubChem BioAssay.
V1R ag counter – agonists of human V1a receptor, primary screen, counter-screen for OXTR agonist project, fluorescence, CHO-V1R cells; activation, % at 3 µM; Vasopressin V1a receptor (Homo sapiens), P37288; Fluo-8 calcium fluorescence, agonist mode; 0% DMSO, 100% 3 nM vasopressin; 320,000 tested, 0.25% active;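 active = activation above the mean activation of all tested compounds plus 3 SD, per screening run, cut at about 20% in these data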;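 note: signal is peak over basal fluorescence ratio across a 100 second FLIPR read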
Target sequence (P37288 whole entry, looked up): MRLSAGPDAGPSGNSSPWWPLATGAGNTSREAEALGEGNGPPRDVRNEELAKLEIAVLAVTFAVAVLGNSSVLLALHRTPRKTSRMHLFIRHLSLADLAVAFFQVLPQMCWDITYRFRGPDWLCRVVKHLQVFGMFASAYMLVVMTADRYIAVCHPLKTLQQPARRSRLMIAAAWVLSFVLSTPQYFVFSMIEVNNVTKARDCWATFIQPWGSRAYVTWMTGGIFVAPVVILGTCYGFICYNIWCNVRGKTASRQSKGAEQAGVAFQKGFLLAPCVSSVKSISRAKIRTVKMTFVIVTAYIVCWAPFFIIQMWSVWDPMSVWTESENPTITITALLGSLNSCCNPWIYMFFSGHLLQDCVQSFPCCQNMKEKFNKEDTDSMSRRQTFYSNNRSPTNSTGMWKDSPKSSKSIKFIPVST
MEKK2wt PB1 HTS – modulators of MEK5 binding to wildtype MEKK2, primary screen, biochemical, multiplex bead flow cytometry, Alexa488-MEK5; binding response (% of control), % at 10 µM; Alexa488-MEK5 binding to MEKK2 WT; actives lie on both sides; 290,000 tested, 1.1% active; in the data active = binding response below about 67% or above about 130%
OXTR potentiate – human OXTR potentiators, primary screen, fluorescence, CHO-OTR cells, Fluo-8 calcium; activation, % at 3 µM; Fluo-8 calcium fluorescence, potentiator mode; 0% = oxytocin EC15, 100% = EC100; 320,000 tested, 0.061% active;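 active = activation above that plate's cutoff, the mean activation of tested compounds plus 3 SD, cut at about 6.6% in these data, passing the limit was not always enough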;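 note: 100% uses oxytocin at 75 nM as the full agonist control; some results filed as inactive read as strong as hits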
Target sequence (P30559 whole entry, looked up): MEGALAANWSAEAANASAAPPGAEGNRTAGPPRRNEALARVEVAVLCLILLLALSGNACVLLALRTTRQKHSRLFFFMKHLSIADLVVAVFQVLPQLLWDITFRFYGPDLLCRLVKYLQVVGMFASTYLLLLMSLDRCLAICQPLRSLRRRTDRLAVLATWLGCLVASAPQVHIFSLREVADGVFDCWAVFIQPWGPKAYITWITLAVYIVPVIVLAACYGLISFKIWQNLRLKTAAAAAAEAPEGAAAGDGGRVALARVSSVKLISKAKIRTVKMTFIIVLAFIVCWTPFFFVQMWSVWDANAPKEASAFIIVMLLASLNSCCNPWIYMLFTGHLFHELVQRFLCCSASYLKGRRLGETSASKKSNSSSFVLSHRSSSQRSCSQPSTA
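System: human OTR in CHO cells; Also added: sub-maximal oxytocin, roughly EC15; Timing: compound 6 min at room temperature before oxytocin, 100 s read; Technique: Fluo-8 intracellular calcium fluorescence, ex 470-495, em 515-575 nm; Controls: oxytocin EC15 low and EC100 high; Replication: singlicate.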
M18AAP inhibitor – PfM18AAP inhibitors, malaria aminopeptidase, primary screen, biochemical, QFRET, recombinant enzyme | M18 aspartyl aminopeptidase (Plasmodium falciparum 3D7) | H-Glu-NHMec fluorogenic cleavage | inhibition, % at 7.35 µM | 290,000 tested, 1.2% active | AID 1822, 2009;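 active = inhibition above the campaign mean inhibition over all tested compounds plus 3 SD, cut at about 28% in these data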;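 note: 0% = plate median of test compound wells and 100% = 2 mM ZnCl2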
MEKK2mut PB1 HTS – MEK5 binding signal on mutant MEKK2 PB1, primary screen, biochemical, multiplex bead flow cytometry, Alexa488-MEK5; 290,000 tested, 0.35% active; Alexa488-MEK5 binding to MEKK2 mutant; AID 1530, 2009; percent response, % at 10 µM; in the data active = percent response above about 24%, passing the limit was not always enough; note: inactives centre near 1; some results filed as inactive read as strong as hits
OXTR agonist – human OXTR agonists, primary screen, fluorescence, CHO-OTR cells, Fluo-8 calcium. activation, % at 3 µM. Fluo-8 calcium fluorescence; normalized: DMSO 0%, oxytocin 100%. 320,000 tested, 0.32% active;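 active = activation above the mean of all tested compounds plus 3 SD, cutoff set per screening run, cut at about 20% in these data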;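 note: peak over basal fluorescence ratio from a 100 s FLIPR kinetic read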
GPR7 antagonist – GPR7 receptor antagonists, primary screen, cell-based, fluorescence, single concentration. GPR7-expressing cells, fluorescence antagonist assay. inhibition, % at 4.4 µM. 290,000 tested, 1.1% active; in the data active = inhibition above about 16%, passing the limit was not always enough;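 note: cells stimulated with the agonist NPW; 0% = agonist with vehicle and 100% = vehicle without agonist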
GalR3 antag – GalR3 antagonists in HEK293 cells, primary screen, cell-based, fluorescence readout. inhibition, % at 3 µM. 360,000 tested, 0.44% active. Galanin receptor type 3 (Homo sapiens), O60755. AID 651719, 2012. HEK293 GalR3-CNG cAMP membrane potential fluorescence; galR3 body fused to GalR1 C-terminus;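 active = inhibition above the screen-wide average plus 3 SD, cut at about 13% in these data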;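 note: forskolin and galanin both at EC90 stimulate the cells; cAMP rise reported by CNG channel membrane potential dye signal; 0% = forskolin plus galanin with DMSO and 100% = forskolin alone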
NALP1 inh – NALP1 inflammasome inhibitors in reconstituted yeast, colorimetric, S. cerevisiae, triplicate retest | S. cerevisiae NALP1/ASC/caspase-1 growth, X-gal OD620, 72 h | inhibition, % at 10 µM | 280,000 tested, 0.61% active | AID 2071, 2009; in the data active = inhibition mostly above about 24%, no sharp cut-off; inactive = mostly below about 32%; note: some compounds called inactive have numbers as strong as hits
* = called active by the depositor; nt = no result given. No enrichment for hits. About 4.1% of those tested had a hit in this group.

structure	V1R ag counter	MEKK2wt PB1 HTS	OXTR potentiate	M18AAP inhibitor	MEKK2mut PB1 HTS	OXTR agonist	GPR7 antagonist	GalR3 antag	NALP1 inh
Cc1ccc(/C=N/NC(=O)c2ccncc2)o1	0.4	105.0	-5.2	4.0	-1.0	-1.0	7.3	0.6	-7.0
Cc1cc(=O)n(Cc2ccccc2)c2ccccc12	-1.1	99.0	3.8	4.1	0.0	-2.3	-9.7	-8.4	5.3
CCOC(=O)C(C(=O)Nc1ccc(C)cc1)C1CCCCC1 (stereo not drawn)	-1.2	100.0	-0.3	-1.7	-3.0	-2.3	12.2	-3.9	-3.4
CCOC(=O)N1CCN(Cc2cc(=O)oc3ccc4ccccc4c23)CC1	-0.6	95.0	-11.7	-0.2	-10.0	-0.6	-9.4	1.7	18.2
O=C(COc1ccc(F)cc1)Nc1cc(Cl)ccc1-n1cncn1	2.2	nt	-1.8	nt	nt	-1.6	nt	-5.0	nt
CC1CCCN(CC(O)COc2ccc(Cl)cc2)C1 (stereo not drawn)	0.6	94.0	-6.3	0.0	-3.0	0.6	-4.5	-7.0	13.4
CCN1C(=O)c2cccc3c(NC(=O)c4cccc(N5C(=O)CCC5=O)c4)ccc1c23	1.6	nt	-9.1	0.2	nt	0.6	1.3	-2.4	34.8
COc1cc(OC)c(C2=NOC(C(=O)NCc3cccs3)C2)cc1Cl (stereo not drawn)	3.5	89.0	-6.0	5.6	-3.0	3.3	9.4	4.1	11.2
O=C(Nc1cc2c3c(c1)C1CCCC1CN3CC1CCCC21)c1ccccc1 (stereo not drawn)	-0.5	103.0	-13.4	3.5	3.0	-1.9	-11.6	-3.7	14.1
CCOC(=O)c1cnc(Cc2ccccc2)[nH]c1=O	1.1	105.0	-1.2	-3.1	6.0	0.3	0.5	-8.0	13.5
O=S(=O)(Nc1ccc2c(c1)nc1n2CCOC1)c1ccccc1	0.5	103.0	-0.9	2.9	1.0	2.3	0.3	-8.2	24.4
COC(=O)/C(C#N)=C/c1cc(C)sc1C	-0.9	101.0	-2.6	-9.4	4.0	-1.1	-10.7	-3.4	0.6
COc1ccc(-n2nc3cc(C)c(N)c(Br)c3n2)cc1	-1.2	101.0	-13.6	-0.6	2.0	-1.6	25.8	0.4	13.5
O=C(COc1ccc(S(=O)(=O)N2CCCCC2)cc1)N1CCCC1	2.3	104.0	-1.4	7.4	1.0	1.4	-13.4	-2.6	-1.0
COc1ccc(OC)c(/C=C/C(=O)OCC(=O)N2CCCCC2)c1	0.9	nt	2.0	nt	nt	0.1	nt	-0.8	nt
CCOc1ccc(OCC(O)CN2CCN(S(=O)(=O)c3cccc(C(F)(F)F)c3)CC2)cc1 (stereo not drawn)	nt	99.0	nt	-0.9	0.0	nt	-14.9	-11.1	3.6
OC(COCc1ccccc1)CN1CCc2ccccc2C1 (stereo not drawn)	0.4	92.0	-3.5	-15.6	-3.0	-0.7	1.1	-1.3	9.1
Cn1c2ccccc2c2cnn(CC(=O)NCCCN3CCN(c4ccccc4F)CC3)c(=O)c21	6.0	131.0	-9.9	-1.4	16.0	3.7	-2.2	-3.0	20.2
CSc1ncccc1C(=O)NCC(c1ccco1)N1CCCCC1 (stereo not drawn)	-0.1	nt	3.2	nt	nt	0.7	nt	-2.7	nt
Cn1ccc(=NC=C(C#N)C#N)c2ccccc21	0.8	98.0	-9.5	6.8	-7.0	0.3	-4.8	2.6	12.7
Brc1ccc(-c2c[n+]3c(n2-c2ccccc2)SCC3)cc1	0.1	105.0	-1.6	-3.9	2.0	-1.0	-4.2	-4.5	nt
Fc1ccc(C2CC(c3cccs3)=NN2C(=S)Nc2ccccc2)cc1 (stereo not drawn)	-0.1	96.0	4.3	-4.7	3.0	-0.4	10.9	-1.8	nt
COc1ccc(/C=N/NC(=O)c2ccn[nH]2)cc1CSc1ccccn1	6.0	106.0	-4.5	7.8	3.0	2.3	-5.7	1.6	-1.0
CCCc1cc(=O)[nH]c(SCC(=O)N2c3ccccc3CC2C)n1 (stereo not drawn)	1.3	nt	-9.8	nt	nt	0.2	nt	-7.2	nt
CCOC(=O)N1CCN(CC(O)COc2ccccc2C(C)(C)C)CC1 (stereo not drawn)	-0.5	99.0	-5.4	-16.0	1.0	1.8	-4.4	-3.6	50.0
Cc1ccc(/C=N\NC(=O)c2cc([N+](=O)[O-])cc([N+](=O)[O-])c2)o1	-0.9	94.0	-11.2	22.9	17.0	-1.3	7.5	0.5	20.1
COc1ccc(N2CCN(C(=O)c3ccc(NS(=O)(=O)c4cccc(F)c4)cc3)CC2)cc1	5.8	112.0	-6.4	4.7	8.0	8.9	-4.6	-6.7	-9.8
CC(C)n1c(=O)n(CC(=O)NCC2CCCO2)c(=O)c2c3c(sc21)COC(C)(C)C3 (stereo not drawn)	-0.2	97.0	1.4	2.3	0.0	0.2	-3.8	-9.1	-4.6
O=C(CCNC(=O)c1ccc(Br)o1)NCc1ccccc1Cl	1.6	100.0	-1.9	-3.2	7.0	-0.2	-11.2	-7.2	-1.1
CCN1CCN(CC(=O)Nc2cccc(C)c2)C(=O)C1=O	0.1	106.0	1.8	3.0	9.0	0.0	8.5	-1.3	nt
COc1cc(/C=N/n2nnnc2N)ccc1O	-0.5	98.0	-2.4	-3.7	4.0	2.1	-4.8	-2.2	-6.1
CCN(CC)CCCNC(=S)N(CCO)Cc1cc2cc3c(cc2[nH]c1=O)OCO3	0.7	107.0	-6.0	-11.7	4.0	-0.1	-13.0	-3.0	15.4
COc1ccc(C(=O)Nc2ccccc2C(=O)N2CCOCC2)cc1OC	0.3	97.0	-8.6	-3.0	1.0	0.1	5.5	7.4	1.1
N#Cc1c(-c2cccc(Cl)c2)[nH]c(=S)[nH]c1=O	-0.2	69.0	-14.5	-12.3	-5.0	-0.1	-6.2	-2.0	13.5
O=C(Nc1ccccn1)c1cc(-c2ccc(Cl)s2)nc2ccccc12	0.4	nt	4.7	nt	nt	0.5	nt	-2.5	nt
Cc1sc2ncnc(NCc3cccs3)c2c1C	5.5	102.0	-5.4	-1.0	-1.0	11.0	-11.4	54.7*	3.2
C#CCOCCOCCOCCNc1nc(N2CCN(C(=O)[C@H](CCCCN)n3cc(CN)nn3)CC2)nc(N2CCN(C(=O)[C@H](CO)n3cc([C@@H](N)C(C)C)nn3)CC2)n1	1.5	nt	-1.4	nt	nt	1.2	nt	-3.6	nt
CCN1CCN(C(=O)CN(C)S(=O)(=O)c2ccc3ccccc3c2)CC1	0.5	87.0	-0.8	-8.2	-12.0	-0.3	5.6	-2.5	-4.4
O=C(Nc1ccccc1Cl)NC1(C(=O)NCC2CCCO2)CCCCC1 (stereo not drawn)	0.4	91.0	-7.6	3.5	-2.0	-0.8	11.5	-8.5	11.6
CCC(=O)CCC(=O)c1ccc2ccccc2c1	-0.3	104.0	-1.2	-4.9	-2.0	1.2	0.9	2.2	28.3
Cc1nc2ccc(C(=O)c3ccccc3)cc2[nH]1	-0.4	90.0	-17.0	-7.9	-2.0	-1.3	-7.4	3.4	10.6
O=C1c2ccccc2C(O)N1c1ccccc1 (stereo not drawn)	-1.3	105.0	-18.4	-5.3	1.0	-0.8	-7.7	-8.4	8.0
Cc1cc([N+](=O)[O-])ccc1NC(=S)NC(=O)C(c1ccccc1)c1ccccc1	0.5	103.0	-15.9	6.0	-2.0	-1.0	-7.5	4.9	-8.4
CCS(=O)(=O)c1ccc(-c2csc(-c3ccccc3Cl)n2)c(Cl)c1Cl	0.6	100.0	-13.4	-9.3	0.0	0.0	2.6	-2.1	24.4
CC(=O)c1cccc(NC(=S)NNC(=O)c2ccco2)c1	0.5	95.0	-12.6	-7.5	-2.0	-1.5	3.7	-6.6	-7.6
O=C(O)CNC(=S)N(Cc1ccc(F)cc1)C1CCCCC1	0.0	88.0	-10.4	-16.0	-8.0	-1.0	-2.4	-5.8	2.4
CN(Cc1cnn(-c2ccccc2)c1)C(=O)C1CCC(=O)N(C2CC2)C1 (stereo not drawn)	0.2	100.0	-6.2	-3.7	2.0	-0.5	-8.0	-1.6	-1.6
CN(C)C(CNC(=O)C1CCN(S(=O)(=O)c2cccc(C(F)(F)F)c2)CC1)c1ccccc1 (stereo not drawn)	1.4	109.0	-8.6	-1.0	8.0	1.1	-6.0	-4.0	12.3
CCCCOc1ccc(-c2cc(C(F)(F)F)c(C#N)c(SCC(=O)O)n2)cc1	0.2	91.0	-5.4	-2.9	-4.0	-1.1	-0.8	-2.4	-5.5
Cc1ccc(S(=O)(=O)NNC(=O)C2COc3ccccc3O2)cc1 (stereo not drawn)	-0.7	103.0	-9.0	0.9	2.0	-1.1	-10.8	-0.2	6.7

A different layout for some results above:
Second line of a record – V1R ag counter, MEKK2wt PB1 HTS, OXTR potentiate, M18AAP inhibitor, MEKK2mut PB1 HTS, OXTR agonist, GPR7 antagonist, GalR3 antag, NALP1 inh
Cc1nc2ccc(C(=O)c3ccccc3)cc2[nH]1
 : -0.4, 90.0, -17.0, -7.9, -2.0, -1.3, -7.4, 3.4, 10.6
CN(C)C(CNC(=O)C1CCN(S(=O)(=O)c2cccc(C(F)(F)F)c2)CC1)c1ccccc1 (stereo not drawn)
 : 1.4, 109.0, -8.6, -1.0, 8.0, 1.1, -6.0, -4.0, 12.3
CC(=O)c1cccc(NC(=S)NNC(=O)c2ccco2)c1
 : 0.5, 95.0, -12.6, -7.5, -2.0, -1.5, 3.7, -6.6, -7.6
